Screening results deposited in PubChem BioAssay by The Scripps Research Institute Molecular Screening Center.
AHR act = human AHR activation; P35869; AHR-responsive luciferase reporter cells, luminescence; activation, % at 5 µM; 320,000 tested, 2.5% active; in the data active means activation above about 47%;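 further: 0% = vehicle wells and 100% = reference agonist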
Target sequence (P35869 whole entry, looked up): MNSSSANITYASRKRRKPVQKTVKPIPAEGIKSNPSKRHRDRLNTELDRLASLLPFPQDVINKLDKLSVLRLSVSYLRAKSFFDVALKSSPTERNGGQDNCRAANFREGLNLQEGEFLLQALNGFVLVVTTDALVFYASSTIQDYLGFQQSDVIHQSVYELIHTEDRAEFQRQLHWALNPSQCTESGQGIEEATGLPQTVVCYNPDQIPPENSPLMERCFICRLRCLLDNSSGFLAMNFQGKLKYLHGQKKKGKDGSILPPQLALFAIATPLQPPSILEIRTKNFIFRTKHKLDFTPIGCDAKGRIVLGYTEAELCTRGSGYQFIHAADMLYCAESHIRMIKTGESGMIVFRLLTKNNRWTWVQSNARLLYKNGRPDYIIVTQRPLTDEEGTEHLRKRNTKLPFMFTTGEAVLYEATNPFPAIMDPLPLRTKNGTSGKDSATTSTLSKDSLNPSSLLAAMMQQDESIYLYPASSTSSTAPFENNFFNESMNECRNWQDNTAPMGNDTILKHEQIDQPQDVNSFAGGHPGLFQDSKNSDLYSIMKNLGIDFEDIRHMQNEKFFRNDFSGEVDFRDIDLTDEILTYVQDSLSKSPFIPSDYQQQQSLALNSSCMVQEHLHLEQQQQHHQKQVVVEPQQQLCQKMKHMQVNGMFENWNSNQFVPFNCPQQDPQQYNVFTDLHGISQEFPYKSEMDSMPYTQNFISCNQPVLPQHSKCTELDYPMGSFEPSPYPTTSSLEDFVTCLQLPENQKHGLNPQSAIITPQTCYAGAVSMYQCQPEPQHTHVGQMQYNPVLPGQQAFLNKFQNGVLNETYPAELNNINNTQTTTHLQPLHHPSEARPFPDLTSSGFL
PP5 inh = blocks human protein phosphatase 5 activity; P53041; purified PP5c, OMFP substrate fluorescence; inhibition, % at 6.7 µM; 320,000 tested, 0.18% active;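 active means inhibition above the campaign's mean inhibition across all tested compounds plus 3 SD, cut at about 9.5% in these data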;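 further: 0% = DMSO only and 100% = 100 µM cantharidin control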
core dimer inh = blocks dimerization of HCV core protein. 300,000 tested, 0.33% active. TR-FRET GST/Flag-core106 dimerization, 1536-well. inhibition, % at 5 µM. AID 1899;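 active means inhibition above the mean of all tested compounds plus 3 SD, set per screening campaign, cut at about 45% in these data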
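Material: GST/Flag-tagged HCV core106 proteins. Incubation: 4 h, 22.5 °C incubation. Read-out basis: inhibition (%) from 671 over 617 nm ratio. Measured by: TR-FRET, excitation 340 nm, emission 617 and 671 nm.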
PP1 inh = counter-screen for PP5 inhibitors: inhibitors of human PP1-alpha; P62136; AID 2235; inhibition, % at 6.7 µM; purified PP1alpha, OMFP fluorescence; 320,000 tested, 0.9% active;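 active means inhibition above the mean inhibition of all tested compounds plus 3 SD, computed separately for each screening campaign, cut at about 15% in these data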
TPT1 inhibitor = blocks Candida albicans tRNA 2'-phosphotransferase; recombinant caTPT1, FP RNA substrate dephosphorylation; inhibition, % at 5 µM; 300,000 tested, 0.81% active;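 active means inhibition above the mean of all tested compounds plus 3 SD, set per screening campaign, cut at about 24% in these data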;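 further: plate controls were DMSO alone for no effect and ferristatin control at 100 nM for full effect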
CTSL1 counter = blocks F. hepatica cathepsin L1 in PFM18AAP counter-screen; recombinant F. hepatica cathepsin L1, Z-Leu-Arg-MCA fluorescence; inhibition, % at 5.96 µM; 300,000 tested, 0.49% active; AID 1906;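 active means inhibition above the mean of all tested compounds plus 3 SD, set per screening campaign, cut at about 17% in these data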;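 further: 0% = plate median of test compound wells and 100% = 1 µM Z-Phe-Ala-diazomethylketone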
PAFAH2 inh = PAFAH2 (human) inhibition | AID 492956 | inhibition, % at 3.39 µM | Q99487 | 340,000 tested, 0.99% active | recombinant PAFAH2, FP-rhodamine activity probe, fluorescence polarization;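 active means inhibition above the mean over all tested compounds plus 3 SD, cut at about 30% in these data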;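 further: inhibitors block probe labeling of enzyme so polarization drops; 0% = enzyme with DMSO and 100% = wells lacking PAFAH2 protein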
procasp3 activ = procaspase-3 (human) activation; recombinant procaspase-3 D3A, Ac-DEVD-pNA absorbance 405 nm; 330,000 tested, 0.11% active; activation, % at 8.5 µM; P42574; AID 463141;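 active means activation above the mean of all tested compounds plus 3 SD, cut at about 21% in these data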;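 further: 0% = DMSO alone and 100% = DMSO wells spiked with extra 5 µM PC-3 D3A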
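Assay system – Procaspase-3 D3A mutant · Benchmarks – DMSO low control, extra-enzyme high control · Technique – 405 nm absorbance of p-nitroaniline, reads at 0 and 120 min · Doses – 8.5 µM nominal · Measure – % activation between DMSO and enzyme-spiked controls · Also added – Ac-DEVD-pNA chromogenic peptide substrate · Schedule – 1 h compound preincubation, 2 h substrate hydrolysis at 25 °C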
procasp7 counter = activates human procaspase-7, counter-screen for procaspase-3 activators. P55210. recombinant procaspase-7, Ac-DEVD-pNA absorbance 405 nm; D23A/D198A/D206A triple mutant, cannot self-cleave; scale: DMSO 0, 5 µM enzyme 100. activation, % at 8.5 µM. 330,000 tested, 0.093% active. AID 463210;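 active means percent activation above the screen-wide mean plus 3 SD, cut at about 25% in these data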
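signal = Epi-absorbance of released pNA at 405 nm, two timepoints | assay system = Uncleavable procaspase-7 mutant enzyme | reagent = Ac-DEVD-pNA substrate, 400 µM as added | times = 1 h enzyme–compound preincubation and 2 h substrate reaction, both 25 °C | benchmarks = low DMSO alone, high DMSO plus 5 µM PC-7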
An asterisk follows results filed as active; x = not tested or not shown.

SMILES | AHR act | PP5 inh | core dimer inh | PP1 inh | TPT1 inhibitor | CTSL1 counter | PAFAH2 inh | procasp3 activ | procasp7 counter
O=C(NC1CCCCC1)C1CCN(C(=O)c2ccccc2Cl)CC1 | -1 | 0.8 | 0 | -4 | -1 | 0 | -11 | -8 | 11
CCc1nnc(NC(=O)CN2CCN(Cc3cccc(F)c3)CC2)s1 | 1 | -1.5 | 1 | -4 | -5 | 1 | -4 | -1 | 4
COc1ccc(/C=N/NC(=O)c2cccc([N+](=O)[O-])c2)cc1OC(=O)c1ccccc1 | 8 | 2.5 | 21 | 2 | 2 | -2 | -24 | -2 | -6
COc1ccccc1N1CCN(C2CCCN(Cc3ccc(Cl)cc3)C2)CC1 (stereo not given) | 1 | 1.4 | 4 | 6 | -1 | -2 | -3 | 14 | -6
CCCCOc1cccc(C(=O)NC(=S)Nc2cccnc2)c1 | 6 | 1.3 | 4 | -2 | 1 | -2 | 1 | -4 | -2
O=C(NN1C(=O)C2C3C=CC([C@@H]2C1=O)C31CC1)c1ccccc1 (stereo not given in full) | -1 | 1.9 | 3 | -7 | -2 | 6 | 3 | 9 | 0
Cc1cc(N/N=C2\CC(C)CC(C)(C)C2)nc2ccccc12 (stereo not given) | 30 | -1.1 | -2 | -1 | -4 | 0 | 7 | -7 | -4
CCN(c1cccc(C)c1)C1C(=O)c2ccccc2N1C(C)=O (stereo not given) | 19 | 0.6 | 5 | -1 | -6 | -2 | 38* | -2 | 4
COc1ccccc1N1CCN(C(=O)CCN2C(=O)c3cccc4cccc(c34)C2=O)CC1 | 1 | -0.2 | 5 | -2 | -3 | 3 | 0 | -1 | 0
COC(CN(C)C(C(=O)NC1CCCCC1)c1ccccc1)OC (stereo not given) | 2 | 0.3 | 0 | 1 | 2 | -1 | 0 | 1 | -1
Cc1ccc(/C=N/N=C2/NC(=O)CS2)o1 | 7 | 1.4 | 4 | 0 | 0 | 0 | 8 | 6 | 6
O=C(OCC(=O)c1c[nH]c2ccccc12)c1cncc(Br)c1 | 28 | x | x | x | x | x | 3 | 1 | 10
CCN1/C(=C/C=C/C=C/C=C/c2sc3ccccc3[n+]2CC)Sc2ccccc21 | 38 | -1.9 | 28 | 20* | 30* | 3 | -25 | -19 | -28
CN1/C(=C/C(=S)NC(=O)C2CCC2)C(C)(C)c2ccccc21 | 2 | 1.9 | 0 | 3 | 51* | 4 | -4 | -24 | -35
COC(=O)Nc1ccc(S(=O)(=O)NC2CCS(=O)(=O)C2)cc1 (stereo not given) | 0 | -2.6 | -4 | -1 | -2 | 0 | -8 | 6 | 5
Cc1cc(OCCN2CCOCC2)ccc1[N+](=O)[O-] | 5 | 2.0 | -7 | 6 | -6 | 0 | 4 | 0 | 9
CCN(CC)c1ccc(/C=N/O)cc1 | 6 | 0.7 | -8 | -3 | -2 | 0 | 6 | 1 | -4
Nn1c(SCC(=O)NCCc2ccc(F)cc2)nnc1C1CCCCC1 | 2 | -2.7 | x | 0 | x | x | 4 | -4 | 4
COC(=O)c1cc(NCc2ccc3c(c2)OCO3)ccc1N1CCOCC1 | -1 | 0.4 | -7 | 4 | 5 | -3 | -2 | 0 | 2
O=C(NC1CCCN(Cc2ccc(Cl)cc2)C1)C1CCC1 (stereo not given) | -1 | -0.6 | -7 | 1 | -4 | 0 | -5 | -2 | 4
OCC[C@H]1C[C@H](O)[C@@H](O)[C@]2(OCCc3ccccc32)O1 | 0 | -0.3 | 0 | 0 | -1 | -2 | 7 | 16 | -3
COc1ccc(CCNC(=O)C(=O)NCC2CCCO2)cc1OC (stereo not given) | 3 | 0.6 | -2 | -2 | -2 | -1 | -12 | 9 | -4
Cc1c(NS(=O)(=O)c2ccc(S(=O)(=O)c3ccccc3)s2)c(=O)n(-c2ccccc2)n1C | 1 | 0.5 | 0 | -1 | -1 | 3 | 0 | -1 | -4
COc1ccc(-c2csc(Cc3nc(O)cs3)n2)cc1 | 47* | 1.9 | 2 | -1 | 5 | 0 | -1 | -16 | -2
O=C(O)c1sc2ncccc2c1OCc1ccccc1 | 2 | 0.7 | 0 | -3 | 3 | -1 | 1 | -10 | -7

Next section.
SMILES | AHR act | PP5 inh | core dimer inh | PP1 inh | TPT1 inhibitor | CTSL1 counter | PAFAH2 inh | procasp3 activ | procasp7 counter
CCn1c(C)c(C(C)=O)c(N2CCN(c3ccccn3)CC2)nc1=S | -5 | 3.3 | -2 | -1 | -1 | 2 | -3 | -2 | -2
CCN(CC(=O)Nc1ccc2c(c1)OCCO2)C(=O)/C=C/c1ccc(F)cc1 | 1 | 0.5 | 1 | -4 | 4 | 2 | 10 | 4 | -4
Cc1c(C)n(CC(O)CN2CCCCCC2)c2ccccc12 (stereo not given) | 3 | 0.0 | -13 | -2 | -7 | 1 | -6 | 2 | -2
CCOP(=O)(OCC)C(NC(=O)Nc1ccc(Cl)cc1)C(=O)N(CC)CC (stereo not given) | 3 | 3.1 | -8 | -5 | 2 | -1 | -4 | -1 | 8
COc1cccc(CNC(=O)Cn2c(=O)oc3ccccc32)c1OC | -1 | 1.5 | -2 | -2 | -3 | 0 | 0 | 11 | 9
O=C(COc1ccc(Br)cc1)NCCCNC(=O)c1ccncc1 | 0 | 3.6 | 0 | -2 | 0 | -1 | 2 | -1 | 9
Cc1ccc(CNC(=O)CS(=O)(=O)c2cn(CC(=O)N3CCOCC3)c3ccccc23)cc1 | 1 | -1.9 | -6 | -3 | 1 | 2 | -9 | 0 | -5
O=C(COC(=O)Cc1ccsc1)NCC1CCCCC1 | 1 | 4.7 | -1 | -2 | -2 | -9 | 24 | 5 | -2
Cc1ccc(CN2C(=O)c3ccccc3NC23CCN(Cc2ccccc2)CC3)cc1 | -1 | 1.1 | 13 | -4 | -5 | 0 | -1 | 4 | 9
CCCCc1ccc(NC(=O)OC)cc1 | -1 | 2.0 | -1 | 0 | 0 | 0 | -6 | 7 | 2
COc1ccc(Cc2noc(-c3ccccc3)n2)cc1OC | 16 | 1.8 | 12 | -1 | 1 | -6 | -2 | 1 | 6
CC(=O)Nc1ccc(S(=O)(=O)N2CCCN(S(=O)(=O)c3ccc(NC(C)=O)cc3)CC2)cc1 | -2 | 0.2 | -12 | -3 | 1 | -1 | -7 | 2 | 1
COc1ccc(CCNC(=O)c2cc(C(C)C)on2)cc1OC | 4 | 2.7 | -3 | 1 | -1 | 0 | -8 | -3 | 5
Cc1ccc2[nH]c3c(=O)n(Cc4ccncc4)cnc3c2c1 | 20 | 2.6 | -3 | 1 | -3 | 5 | 2 | -5 | 6
O=C(NNC(=S)Nc1cccc(Cl)c1)c1ccccc1OC(F)F | 85* | 3.5 | -4 | 2 | 0 | -2 | 9 | -6 | -9
Cc1ccc(Cl)cc1NC(=S)Nn1cnnc1 | -1 | 0.6 | -3 | 6 | -4 | 1 | 8 | -11 | -3
CC1CC(=O)c2cn3c(nc2C1)nc1ccccc13 (stereo not given) | 8 | -1.4 | 2 | -3 | -1 | 1 | 7 | 1 | 6
CCOc1ccc(-c2nnc(NC(=O)CCCOc3cccc(C)c3)o2)cc1 | 22 | 0.6 | 5 | 8 | -6 | 2 | -7 | 4 | 6
Cc1cc(/C=C2\NC(=S)N(C)C2=O)ccc1N1CCCC1 | 17 | 2.2 | -35 | -4 | 137* | 1 | -19 | -9 | -17
Cc1cc(C)n(-c2ccc([N+](=O)[O-])cc2-c2nn[nH]n2)n1 | 1 | 0.3 | -3 | 1 | -1 | 0 | 0 | 2 | -2
CCOc1ccccc1Nc1cc(C)c2cccc(C)c2n1 | 36 | 0.8 | -5 | -3 | -3 | 2 | 7 | 1 | -9
O=C(CN(CC1CCCO1)C(=O)CNS(=O)(=O)c1ccc(Cl)cc1)NC1CCCC1 (stereo not given) | 2 | 0.8 | -12 | 2 | -3 | -6 | 3 | -2 | -2
COC(=O)c1[nH]c2ccc(Cl)cc2c1NC(=O)c1ccccc1[N+](=O)[O-] | 3 | 2.5 | -8 | -1 | 2 | -2 | 1 | 1 | 3
CN1CCN(C(=S)c2cn(Cc3cccc(F)c3)c3ccccc23)CC1 | 5 | 3.1 | 14 | -1 | -1 | 0 | 1 | 11 | -4
Cc1ccccc1CSc1nc2[nH]ncc2c(=O)[nH]1 | 47 | 2.3 | 5 | -1 | 0 | 5 | 1 | 6 | -14
Nc1nonc1-n1nnc(C(=O)N/N=C/c2ccc(F)cc2)c1-c1ccc2c(c1)OCO2 | 1 | 2.4 | 2 | -3 | -2 | 2 | -11 | -4 | 2

Reformatted as a markdown table: 13 of the compounds above.
| SMILES | AHR act | PP5 inh | core dimer inh | PP1 inh | TPT1 inhibitor | CTSL1 counter | PAFAH2 inh | procasp3 activ | procasp7 counter |
| --- | --- | --- | --- | --- | --- | --- | --- | --- | --- |
| Cc1ccc2[nH]c3c(=O)n(Cc4ccncc4)cnc3c2c1 | 20 | 2.6 | -3 | 1 | -3 | 5 | 2 | -5 | 6 |
| O=C(NNC(=S)Nc1cccc(Cl)c1)c1ccccc1OC(F)F | 85* | 3.5 | -4 | 2 | 0 | -2 | 9 | -6 | -9 |
| Cc1ccc(Cl)cc1NC(=S)Nn1cnnc1 | -1 | 0.6 | -3 | 6 | -4 | 1 | 8 | -11 | -3 |
| CC1CC(=O)c2cn3c(nc2C1)nc1ccccc13 (stereo not given) | 8 | -1.4 | 2 | -3 | -1 | 1 | 7 | 1 | 6 |
| CCOc1ccc(-c2nnc(NC(=O)CCCOc3cccc(C)c3)o2)cc1 | 22 | 0.6 | 5 | 8 | -6 | 2 | -7 | 4 | 6 |
| Cc1cc(/C=C2\NC(=S)N(C)C2=O)ccc1N1CCCC1 | 17 | 2.2 | -35 | -4 | 137* | 1 | -19 | -9 | -17 |
| Cc1cc(C)n(-c2ccc([N+](=O)[O-])cc2-c2nn[nH]n2)n1 | 1 | 0.3 | -3 | 1 | -1 | 0 | 0 | 2 | -2 |
| CCOc1ccccc1Nc1cc(C)c2cccc(C)c2n1 | 36 | 0.8 | -5 | -3 | -3 | 2 | 7 | 1 | -9 |
| O=C(CN(CC1CCCO1)C(=O)CNS(=O)(=O)c1ccc(Cl)cc1)NC1CCCC1 (stereo not given) | 2 | 0.8 | -12 | 2 | -3 | -6 | 3 | -2 | -2 |
| COC(=O)c1[nH]c2ccc(Cl)cc2c1NC(=O)c1ccccc1[N+](=O)[O-] | 3 | 2.5 | -8 | -1 | 2 | -2 | 1 | 1 | 3 |
| CN1CCN(C(=S)c2cn(Cc3cccc(F)c3)c3ccccc23)CC1 | 5 | 3.1 | 14 | -1 | -1 | 0 | 1 | 11 | -4 |
| Cc1ccccc1CSc1nc2[nH]ncc2c(=O)[nH]1 | 47 | 2.3 | 5 | -1 | 0 | 5 | 1 | 6 | -14 |
| Nc1nonc1-n1nnc(C(=O)N/N=C/c2ccc(F)cc2)c1-c1ccc2c(c1)OCO2 | 1 | 2.4 | 2 | -3 | -2 | 2 | -11 | -4 | 2 |
